Source: PubChem (National Center for Advancing Translational Sciences (NCATS))
NPC1 prom act: activates the NPC1 promoter | 2.4% of 320,000 active | Huh7 NPC1 promoter luciferase reporter, 24 h | Potency, µM (series often up to 9.22 µM), for inactives: at the highest dose activation, usual class: activators | AID 485313;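 note: % of control where 0% means no effect; nearly all actives have a fitted effect of over 60% in size; reporter is driven by a mutant NPC1 promoter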
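Compounds in DMSO were transferred onto Huh7 NPC1-luciferase reporter cells pre-incubated 2 h; after 24 h at 37 °C, Amplite reagent was dispensed and luminescence recorded 10 min later.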
uPA surface inh: inhibitors of cell surface uPA generation; cell surface uPA generation assay, qHTS; Potency, µM (series often up to 38.3 µM), inactives show at the top dose activity change, negative = inhibition, most hits filed as inhibitors; 0.31% of 330,000 active; AID 540303; active = well fitted inhibition curve with a large enough effect; inconclusive = small, poorly fitted or top-dose-only effect; inactive = no such curve, though single readings can be large or run the other way; tested in mouse RAW 264.7 cells; note: % is set by controls: 0 for no effect and ±100 for the full control effect; nearly all actives have a fitted effect of over 55% in size
Gal4-VP16 FLuc: inhibits Gal4-VP16 luciferase reporter, ROR gamma counter-screen; Drosophila S2 Gal4-VP16 UAS-luciferase, luminescence, 20 h; Potency, µM (titrated, usually from 53.6 µM), inactives show top-dose activity, negative = inhibition, actives largely listed as inhibitors; 3.5% of 310,000 active;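 note: Gal4-VP16 expression switched on by copper sulfate through the metallothionein promoter; % is set by controls: 0 for no effect and ±100 for the full control effect; nearly all actives have a fitted effect of over 50% in size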
BRCA1 expr act: BRCA1 expression activation. MCF7-BRCA1-FFLuc reporter, luminescence, 48 h; response scale: scaled: vehicle 0%, 10 µM genistein 100%. AID 624202. 1.1% of 380,000 active. Potency, µM (top dose mostly 46.1 µM), without a hit: at the top dose activation, usual class: activators; note: nearly all actives have a fitted effect of over 80% in size; some results filed as inactive show a strong effect at the top dose
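Luminescence from a BRCA1-driven firefly luciferase in MCF7 cells was read after 48 h compound exposure at 37 C. Data normalized against DMSO and a 10microM genistein activation control, then curve-fitted across the titration.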
p53 reactivation: mutant p53 re-activation in reporter cells. H1299 p53-A138V BP100-luciferase reporter, luminescence, 24 h. Potency, µM (top dose mostly 92.2 µM), without a hit: at the highest dose activity change, positive = activation, usual class: activators. 0.063% of 320,000 active. AID 504706; note: % of control where 0% means no effect; nearly all actives have a fitted effect of over 45% in size
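H1299 (p53-null), stable ts p53-A138V + BP100-Luc; 1000 cells/well, Opti-MEM/10% FBS; cpd 4 pt, 1:5; 24 h, 37 deg C, 5% CO2; detection reagent 10 min RT; luminescence.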
CXXC DNA block: MLL CXXC-DNA interaction inhibition; AID 2662; MLL-CXXC / FITC-HOXA9 DNA fluorescence polarization; Q03164; 0.037% of 290,000 active; Potency, µM (top dose mostly 115 µM), for inactives: at the top dose activity change, negative = inhibition, actives largely listed as inhibitors; active = well fitted inhibition curve with a large enough effect in the polarisation, with a control signal flat, not every such curve was filed as active; inconclusive = small, poorly fitted or top-dose-only effect, or effect the other way, or a change in a side signal; inactive = no such curve, though single readings can be large or run the other way; the % refers to the polarisation
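Purified MLL-CXXC (added from a 7 uM solution) was preincubated 5 min at ambient with pinned compounds in 50 mM Tris-HCl pH 7.5, 50 mM NaCl, 1 mM DTT, 0.05% BSA. Fluorescein-labeled HOX-A9 DNA (50 nM solution) followed, 30 min, then polarization read.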
RORg inh: inhibitors of mouse ROR gamma transcriptional activity. P51450. Drosophila S2 Gal4-RORgamma UAS-luciferase reporter, 20 h. Potency, µM (series often up to 53.6 µM), for inactives: at the highest dose activity change, negative = inhibition, most hits filed as inhibitors. 5.4% of 310,000 active. AID 2551; note: % is set by controls: 0 for no effect and ±100 for the full control effect; nearly all actives have a fitted effect of over 60% in size
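Stably transfected Drosophila Schneider cells are the test system, with ROR gamma fused to Gal4 and luciferase under UAS control; luminescence is read after 20 hr of 700 uM copper sulfate induction at ambient temperature.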
ELG1 genotox: induces genotoxicity in HEK293T cells with luciferase-tagged ELG1; Potency, µM (doses to about 46 µM), without a hit: at the top dose activity change, positive = activation, hits mostly activators; HEK293T ELG1-luciferase reporter, luminescence, 16 h; 1.3% of 330,000 active; note: % of control where 0% means no effect; nearly all actives have a fitted effect of over 60% in size
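Genotoxic stress is detected as increased luminescence from luciferase-tagged ELG1 in HEK293T cells, measured with ONE-Glo after a 16 hr treatment at 37 °C.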
FLuc counter: firefly luciferase modulation, counter-screen for miR-21 project; purified FLuc, Km substrates, luminescence inhibition; P08659; 6.9% of 360,000 active; Potency, µM (doses to about 57.5 µM), without a hit: at the top dose activity change, negative = inhibition, usual class: inhibitors;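 note: plate controls were vehicle for no effect and reference inhibitor for full effect; nearly all actives have a fitted effect of over 55% in size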
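Purified P. pyralis luciferase, 10 nM final, with Km-level 10 uM D-luciferin and 10 uM ATP in 50 mM Tris acetate pH 7.5, 10 mM Mg acetate, 0.01% Tween-20, 0.05% BSA; 6-point qHTS titration about 60 µM downward; luminescence read.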
Rab9 promoter act: activators of Rab9 promoter; Huh7 Rab9 promoter-luciferase reporter, luminescence, 24 h; Potency, µM (highest dose often 9.22 µM), inactives show at the top dose activation, negative = inhibition, actives largely listed as activators; AID 485297; 2.8% of 320,000 active; note: % of control where 0% means no effect; nearly all actives have a fitted effect of over 60% in size
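Using Huh7 cells stably transfected with Rab9 promoter–luciferase, compounds were incubated 24 h at 37 °C, 5% CO2; luciferase luminescence was read 10 min after reagent addition.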
MBNL1 CUG block: MBNL1-poly(CUG) RNA binding inhibition; Q9NR56; TR-FRET MBNL1-His/biotin-(CUG)12 binding, 665/545 ratio; Potency, µM (series often up to 57.5 µM), for the others: at the top dose activity change, negative = inhibition, hits mostly inhibitors; 0.036% of 280,000 active; AID 2675; active = well fitted inhibition curve with a large enough effect in the signal ratio, with a control signal flat, not every such curve was filed as active; inconclusive = small, poorly fitted or top-dose-only effect, or effect the other way, or a change in a side signal; inactive = no such curve, though single readings can be large or run the other way; the % refers to the signal ratio; note: % is set by controls: 0 for no effect and ±100 for the full control effect
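Compounds (final 92 nM to 58 uM) are added to His-tagged MBNL1 and biotin-(CUG)12, then terbium anti-His antibody and streptavidin-XL665 (5 nM final). After 60 min at room temperature, the 665/545 nm ratio is read.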
Numbers without * were called inactive; ? = inconclusive; · = no result given; [ ] = remark or other dose. Unless noted, calls come from the whole dose curve; as a rule, active = well fitted curve in the direction sought with a large enough effect; inconclusive = small, poorly fitted or top-dose-only effect, or another doubt; inactive = no such curve, though single readings can be large; an effect the other way counts as inactive or inconclusive. Potency is the fitted concentration of half-maximal effect. An excerpt (hit frequency here may not be typical).

SMILES	NPC1 prom act	uPA surface inh	Gal4-VP16 FLuc	BRCA1 expr act	p53 reactivation	CXXC DNA block	RORg inh	ELG1 genotox	FLuc counter	Rab9 promoter act	MBNL1 CUG block
Cn1c2c(c(=O)n(C)c1=O)C(c1ccc(Cl)cc1)C(C#N)=C(N)O2 (configuration not stated)	0%	1%	7%	26%	-11%	-1%	-15%	0%	-4%	11%	·
CSC1=NCCN1S(=O)(=O)c1ccc(F)cc1	0%	14%	3%	4%	-1%	?	-14%	0%	-2%	-1%	0%
Cc1ccc(-c2ccc(/C=C(\C#N)C(=O)Nc3cc(C)nn3-c3ccccc3)o2)cc1	-3%	·	-2%[0.365 µM]	·	-5%	?	?	9%	2%	-12%	-7%
CCCCc1c(O)nc(SCC(=O)c2ccccc2)n(-c2ccccc2C)c1=O	0%	-1%	-10%	1%	0%	-5%	30%	-1%	1%	7%	·
O=C(NCc1ccccc1)C(c1ccc(F)cc1)N(Cc1cccs1)C(=O)c1cnccn1 (configuration not stated)	-3%	1%	-5%	-8%	-8%	-3%	10%	-3%	1%	0%	3%
CCn1nc2cc(C(=O)NCCc3cccs3)ccc2c1OC	2.5µM*	?	?	?	5%	-5%	?	?	6.7µM*	1.1µM*	4%
CC1Cc2cc(/C(O)=C3/C(=O)C(=O)N(CCN4CCOCC4)C3c3cccc(O)c3)ccc2O1 (configuration not stated)	-2%	0%	·	12%	?	1%	5%[0.365 µM]	25%	21µM*	0%	16%
CCc1cccc(C)c1NC(=O)CSc1nnc(CCCOc2ccc(Cl)cc2Cl)n1C	2%	-8%	-12%	-80%	7%	-1%	?	-5%	?	-11%	0%
COc1ccc(CCNC(=O)CN(C)S(=O)(=O)c2cccs2)cc1	-2%	0%	·	-5%	-2%	·	·	-1%	9%	-5%	·
COc1ccc(-n2nc(C(=O)N3CCCCC3)c3ccccc3c2=O)cc1	-3%	-2%	-10%	-3%	-6%	5%	-3%	7%	-5%	0%	13%
CN(CCOc1ccccc1)C(=O)c1ccc2c(c1)OCO2	21%	-1%	·	?	?	·	·	12%	?	?	·
O=C(NCC1CCCCC1)C12CN(Cc3ccccc3)CC1C(c1cccc([N+](=O)[O-])c1)=NO2 (configuration not stated)	0%	-8%	1%	0%	1%	2%	38%	-3%	1%	3%	?
CC(C)(C)NCCOCCOc1ccccc1-c1ccccc1	1%	-15%	2%	-7%	-12%	9%	-4%	-7%	0%	-5%	0%
Cc1ccn2c(C(=O)NN=C3CCCCCCC3)c(C)nc2c1	0%	1%	-6%	-11%	-2%	-27%	?	0%	-6%	7%	1%
COc1ccc(C(=O)Nc2nccs2)cc1OC	27%	-2%	?	?	14%	2%	11%	?	?	?	-7%
CC(c1ccccc1)n1cc(C(=O)NCC2CCCO2)nn1 (configuration not stated)	-1%	1%	-3%	-5%	20%	11%	?	1%	2%	1%	-11%
CC(C)C[C@H](NC(=O)OC(C)(C)C)C(=O)NCC1CCC(C(=O)N[C@@H](Cc2ccccc2)C(=O)O)CC1 (some centres not stated)	2%	10%	-1%	-2%	2%	1%	3%	-1%	0%	0%	-3%
Cc1nnc(SCC(=O)NC2CCCC2)n1CCc1ccccc1	1%	3%	-5%	-2%	0%	7%	-14%	3%	0%	2%	1%
Cn1c(CN2CCOCC2)nc2cc(NC(=O)c3ccc(Cl)cc3)ccc21	-12%	-4%	14%	-43%	15%	8%	?	-2%	?	-19%	1%
Cc1ccc(S(=O)(=O)N(C)CC(=O)Nc2ccc(C)cn2)cc1	-2%	2%	·	-9%	8%	·	·	13%	-18%	?	·
COC(=O)CSc1nnc(-c2sc3cc(OC)ccc3c2Cl)n1C	1%	4%	-2%	-6%	0%	7%	11µM*	3%	?	0%	5%
Cc1ccc(N(Cc2cc3cc(C)ccc3[nH]c2=O)S(=O)(=O)c2ccccc2)cc1	-20%	-2%	-4%	-58%	7%	6%	16%	0%	-1%	-1%	0%
COc1ccccc1/C=C(/C(=O)OCC(=O)Nc1ccccc1C)c1ccccc1	-14%	-5%	-7%	-31%	-16%	6%	-15%[10 µM]	-4%	0%	0%	·
CCN(CC)c1ccc(/C=N/NC(=O)c2ccc3nc[nH]c3c2)cc1	3%	-3%	5%	22%	0%	0%	-3%	6%	19µM*	0%	·
Cc1cc2nc3n(c2cc1C)CC1CC(C(=O)NCc2cccc(Br)c2)N(C)C31 (configuration not stated)	-1%	-1%	·	-2%	2%	·	·	0%	-1%	-3%	·
O=C(Nc1ccc(Oc2cccnc2)cc1)C1CCN(Cc2cc(Cl)ccc2O)CC1	-21%	2%	?	-65%	13%	-12%	24%	6%	-6%	-34%[inhibitor]	-2%
O=C(OC1Cn2c(=O)ccc(=O)n2C1)c1ccccc1	-4%	0%	-8%	10%	-7%	3%	-20%	-4%	-1%	-5%	-1%
Cc1cc(S(=O)(=O)Nc2ccc(C(=O)NCC3(N4CCCCC4)CCCCC3)cc2)ccc1F	1%	-2%	·	-15%	-2%	·	·	4%	0%	-5%	·
Cc1cc(/C=C(\C#N)C(=O)NCc2ccco2)c(C)n1C1CCCC1	?	0%	?	?	?	6%	?	?	6µM*	?	3%
CCOC(=O)N1CCN(C(=O)CSc2nnc(-c3ccc(C(C)(C)C)cc3)o2)CC1	-1%	?	?	51%	14%	3%	41%	0%	3.4µM*	-1%	-3%
CCOCCCn1c(SCC(=O)Nc2cc(OC)ccc2OC)nc2ccccc2c1=O	-3%	34%[activator]	-6%	-2%	·	1%	2%	-6%	4%	-2%	1%
FC(F)(F)c1nc2ccccc2nc1N/N=C/c1c(Cl)cccc1Cl	-1%	2%	?	-23%	2%	-3%	?	4%	0%	1%	-5%
N/C(=N\OC(=O)c1ccc2c(c1)OCO2)c1ccncc1	3.2µM*	?	?	4.5µM*	14%	0%	10µM*	?	1.5µM*	2.5µM*	0%
O=C(COc1ccc(F)cc1)Nc1nc2c(s1)CCCC2	?	9%	4%	13µM*	12%	-4%	-23%	?	27µM*	?	-8%
COC(=O)c1sccc1NC(=O)Nc1cccc(C)c1	2%	-3%	-6%	12%	3%	3%	18%	?	4.8µM*	2%	1%
COc1ccc(NC(=S)NC(=O)/C=C/c2ccco2)cc1	17%	-12%	-19%	23%	?	-3%	-3%	8%	?	?	?
Cc1cc(C)n2nc(SCC(=O)N(CC(C)C)c3c(N)n(CC(C)C)c(=O)[nH]c3=O)nc2n1	8%	3%	-4%	0%	1%	2%	2%	3%	0%	-4%	0%
Cc1ccc2nc3c(c(C(=O)OC4CCOC4=O)c2c1)CCCC3 (configuration not stated)	-7%	4%	8%	-28%	-6%	1%	-7%	0%	-8%	12%	6%
CCOC(=O)CNS(=O)(=O)CCN1C(=O)c2ccccc2C1=O	-2%	3%	-6%	26%	-1%	2%	-2%	6%	0%	-3%	11%
COc1ccc(NC(=O)Cn2cnc3c(cnn3-c3ccc(C)c(C)c3)c2=O)c(OC)c1	2%	-3%	-4%	-32%	0%	-7%	1%	2%	0%	-7%	-1%

Single entries from above.
BRCA1 expr act with N/C(=N\OC(=O)c1ccc2c(c1)OCO2)c1ccncc1 → 4.5µM*
CXXC DNA block with CCOCCCn1c(SCC(=O)Nc2cc(OC)ccc2OC)nc2ccccc2c1=O → 1%

(continued)
SMILES	NPC1 prom act	uPA surface inh	Gal4-VP16 FLuc	BRCA1 expr act	p53 reactivation	CXXC DNA block	RORg inh	ELG1 genotox	FLuc counter	Rab9 promoter act	MBNL1 CUG block
COc1ccccc1C(=O)NCCC(=O)NCC(c1ccco1)N1CCCCC1 (configuration not stated)	-2%	-3%	·	3%	6%	·	·	1%	1%	0%	·
COc1cc(OC)cc(C(=O)NNC(=O)CCCOc2ccccc2)c1	6%	-20%	·	3%	-4%	·	·	1%	1%	1%	·
COc1ccc(-c2ccc(C#N)c(SCC(=O)OCc3ccccc3)n2)cc1OC	-1%	-3%	-3%	-15%	10%	-14%	26%	1%	0%	0%	?
CCOc1cccc(CNc2ccc(O)cc2)c1OCc1ccc(Cl)cc1Cl	-1%	-11%	?	-57%	-12%	3%	16µM*	-3%	5%	-9%	?
Cc1ccc(S(=O)(=O)N2CCN(C(=O)c3ccc(OCc4c(C)noc4C)cc3)CC2)cc1	-3%	-4%	3%	-11%	0%	-5%	-22%	-1%	0%	-13%	-14%
N/C(=N\OC(=O)c1ccc2ccccc2c1)c1ccccn1	?	-15%	7.9µM*	-88%	-7%	-1%	4.5µM*	0.58µM*	0.15µM*	?	12%
